Screens as filed in PubChem BioAssay.
CHT block = inhibits the human high affinity choline transporter | AID 488975 | Q9GZV3 | hit rate 0.86% among 310,000 | CHT-expressing cells, membrane potential dye, choline response; active compounds read low | B-score at 10 µM;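 active = B-score over 3 SD under the library average, and starting fluorescence ratio not unusually high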;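 also: choline stimulus applied at its EC90 after an EC20 pre-addition; B-score computed on integrated fluorescence ratio after choline addition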
Target sequence (Q9GZV3 whole entry, looked up): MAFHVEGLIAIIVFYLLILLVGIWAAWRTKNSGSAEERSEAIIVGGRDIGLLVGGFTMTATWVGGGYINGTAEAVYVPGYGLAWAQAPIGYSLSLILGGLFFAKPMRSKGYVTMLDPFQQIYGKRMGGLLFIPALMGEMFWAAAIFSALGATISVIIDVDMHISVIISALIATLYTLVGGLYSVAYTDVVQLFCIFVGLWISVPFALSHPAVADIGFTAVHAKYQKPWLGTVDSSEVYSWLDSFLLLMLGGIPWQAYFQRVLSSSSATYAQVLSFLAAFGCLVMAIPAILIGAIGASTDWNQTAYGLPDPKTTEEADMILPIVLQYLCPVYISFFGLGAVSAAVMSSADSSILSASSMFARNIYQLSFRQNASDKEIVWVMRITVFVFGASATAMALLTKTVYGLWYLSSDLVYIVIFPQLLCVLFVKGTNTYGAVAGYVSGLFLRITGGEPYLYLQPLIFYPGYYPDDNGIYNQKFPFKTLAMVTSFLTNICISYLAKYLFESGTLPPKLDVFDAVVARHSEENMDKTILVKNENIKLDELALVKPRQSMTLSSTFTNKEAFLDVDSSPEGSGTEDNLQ
Kir21 block = Kir2.1 (mouse) channel inhibition | HEK293-Kir2.1, FluxOR thallium flux fluorescence; active compounds read low | B-score at 10 µM | hit rate 0.85% among 310,000;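 active = fluorescence ratio B-score at or below minus 3 SD of library scores, with starting-brightness B-score within 2 SD, cut at about -4.2 in these data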;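 also: channel flux triggered by added potassium and thallium sulfate stimulus; B-score of peak minus minimum fluorescence over baseline after thallium stimulus; more negative B-score means stronger Kir2.1 block with less thallium influx; some compounds called inactive have numbers as strong as hits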
Target sequence (P35561 whole entry, looked up): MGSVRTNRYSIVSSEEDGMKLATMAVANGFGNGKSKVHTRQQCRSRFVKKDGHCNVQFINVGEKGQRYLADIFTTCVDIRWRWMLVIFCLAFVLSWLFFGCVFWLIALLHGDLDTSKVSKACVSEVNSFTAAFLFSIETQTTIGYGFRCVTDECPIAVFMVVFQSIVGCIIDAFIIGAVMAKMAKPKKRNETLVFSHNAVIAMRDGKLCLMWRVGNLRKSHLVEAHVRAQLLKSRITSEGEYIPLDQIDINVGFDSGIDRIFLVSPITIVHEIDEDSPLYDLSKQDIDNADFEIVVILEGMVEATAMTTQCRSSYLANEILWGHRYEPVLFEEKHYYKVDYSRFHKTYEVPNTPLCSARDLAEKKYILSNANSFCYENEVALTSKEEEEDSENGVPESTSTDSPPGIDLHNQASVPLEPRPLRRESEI
Numbers without * were called inactive.

`Cc1nn(C)c(C(=O)Nc2cccc(CN3CCOCC3)c2)c1Br` gave CHT block inactive and Kir21 block -0.57.
O=c1oc2ccccc2cc1-c1csc(Cc2nc(-c3ccc(Br)cc3)cs2)n1 was read as CHT block inactive and Kir21 block 0.02.
`CC(Sc1ncc(C#N)c(N)n1)C(=O)Nc1ccccc1` (stereo unspecified) gave CHT block inactive and Kir21 block -2.2.
For CCCNC(=O)C1CC(c2ccc(C(F)(F)F)cc2)=NO1 (stereo unspecified) the results were CHT block inactive and Kir21 block -1.9.
Screening CC(C)OC(=O)CC1C(=O)NCCN1C(=O)COc1ccc(C(C)(C)C)cc1 (stereo unspecified) returned CHT block inactive and Kir21 block 1.6.
`CCn1c(=O)c2c(nc3n2CCCN3CCc2ccc(OC)c(OC)c2)n(C)c1=O` gave CHT block inactive and Kir21 block 0.25.
`COc1cc(/C=N/NC(=O)c2ccc(-c3ccccc3)cc2)cc(OC)c1OC` gave CHT block inactive and Kir21 block 0.11.
Screening CCCN(CCC)c1nc(C)cc(C(C#N)c2nc3ccccc3o2)n1 (stereo unspecified) returned CHT block inactive and Kir21 block -0.18.
CCOC(=O)Cn1nnc(-c2ccc(S(C)(=O)=O)cc2)n1 was read as CHT block inactive and Kir21 block -0.26.
Cc1c(NC(=O)Cn2nc(C(F)(F)F)c3c2CCCC3)c(=O)n(-c2ccccc2)n1C was read as CHT block inactive and Kir21 block 0.37.
Screening O=C(NCC1OCCc2ccccc21)c1ccco1 (stereo unspecified) returned CHT block inactive and Kir21 block -0.14.
Cc1nc(SCC(=O)Nc2ccc(F)cc2)c(C#N)c(C)c1CC(=O)c1ccc(Br)cc1 was read as CHT block inactive and Kir21 block -0.07.
`COc1ccc(-n2cc(CNC3CCC(O)CC3)c(-c3cccc(F)c3)n2)cc1` (stereo unspecified) gave CHT block inactive and Kir21 block 0.07.
Screening CN(C(=O)CSc1nnc(N)s1)C1CCCCC1 returned CHT block inactive and Kir21 block 0.57.
Screening COc1ccc(NC(=O)CCN2C(=O)c3ccncc3C2=O)cc1OC returned CHT block inactive and Kir21 block -0.83.
Cc1ccc(S(=O)(=O)N2CCOCC2)cc1NC(=O)COc1ncnc2ccccc12 was read as CHT block inactive and Kir21 block -0.81.
COc1ccc(CCNC(=O)c2cc(-c3ccncc3)nc3ccc(S(=O)(=O)N4CCOCC4)cc23)cc1OC was read as CHT block inactive and Kir21 block -1.2.
COc1ccc(C(C)=O)cc1COC(=O)CSCC(=O)Nc1ccc(C)cc1 was read as CHT block inactive and Kir21 block -1.8.
Screening COCCCN(C(=O)CCOc1ccc(C(C)(C)C)cc1)c1c(N)n(Cc2ccccc2)c(=O)[nH]c1=O returned CHT block inactive and Kir21 block 1.8.
O=C(Cc1cccs1)N1CCN(S(=O)(=O)c2ccc(Br)cc2)CC1 was read as CHT block inactive and Kir21 block -0.15.
`COc1ccc(/C=C/C(=O)N(C)C2CCS(=O)(=O)C2)cc1OC` (stereo unspecified) gave CHT block inactive and Kir21 block -0.21.
`COc1cccc(C(=O)NC(=S)NCc2ccco2)c1` gave CHT block inactive and Kir21 block -0.83.
`Cn1nnnc1SCC(=O)N1c2ccccc2Sc2ccccc21` gave CHT block inactive and Kir21 block -1.3.
Cc1ccc(N=C2NC(=O)/C(=C/C=C/c3ccco3)S2)cc1C was read as CHT block inactive and Kir21 block 0.59.
Screening COc1ccccc1CN1C[C@@H]2C[C@@H](c3[nH]c4c(C)cccc4c3C)N3CCC[C@@]23C1=O returned CHT block inactive and Kir21 block 0.
Screening COc1ccc(N2CCN(C(CNC(=O)C(=O)NCCCO)c3ccco3)CC2)cc1 (stereo unspecified) returned CHT block inactive and Kir21 block 1.6.
For Cc1ccc2sc(N(CCCN(C)C)C(=O)CN3C(=O)c4ccccc4C3=O)nc2c1C the results were CHT block inactive and Kir21 block -1.6.
For Cc1cc(C)c2c(N)c(C(=O)N3CCN(c4ncccn4)CC3)sc2n1 the results were CHT block inactive and Kir21 block -0.42.
Screening O=C(O)CCCC(=O)N(Cc1ccccc1)Cc1ccccc1 returned CHT block inactive and Kir21 block -0.17.
For COc1cccc2c1OCC(CN1CCN(CCC(C)C)C(CCO)C1)=C2 (stereo unspecified) the results were CHT block inactive and Kir21 block -0.71.
For CC1Cc2nc(SCC(=O)Nc3nc4ccccc4s3)n(C)c(=O)c2S1 (stereo unspecified) the results were CHT block -5.1* and Kir21 block -1.1.
CC(=O)NC(CCS(C)(=O)=O)C(=O)Nc1cccc2ccccc12 (stereo unspecified) was read as CHT block inactive and Kir21 block -0.85.
For COc1ccc(-c2c(C)oc3c(CN4CCCC(C)C4)c(O)ccc3c2=O)cc1OC (stereo unspecified) the results were Kir21 block 0.86.
Screening Cc1ccc(C(=O)CSc2nnc(-c3ccc4[nH]c(C)c(C)c4c3)o2)cc1C returned CHT block inactive and Kir21 block 1.4.
For O=C(CNCc1cccs1)Nc1ccc(S(=O)(=O)N2CCCCC2)cc1 the results were CHT block inactive and Kir21 block -3.5.
COc1ccc(N2C(=O)C3ON(C4SC(=S)N(C)C4(C)C)C(c4ccc(Cl)cc4)C3C2=O)cc1 (stereo unspecified) was read as CHT block inactive and Kir21 block 0.52.
Screening Cc1ccc(-n2nnnc2C(Cl)(Cl)c2nnnn2-c2ccc(C)cc2)cc1 returned CHT block inactive and Kir21 block 0.67.
`COc1cc(C#N)c(NC(=S)N2CCOCC2)cc1OC` gave CHT block inactive and Kir21 block -0.25.
For O=C(CCc1nnc(CCCc2ccccc2)o1)NCCc1ccco1 the results were CHT block inactive and Kir21 block -1.6.
For O=C(O)C1C2CC3C(OC(=O)C31)C2Cl (stereo unspecified) the results were CHT block inactive and Kir21 block -0.62.
Cc1ccc(CNC(=O)COC(=O)CCOc2ccc(C)cc2)cc1 was read as CHT block inactive and Kir21 block -0.78.
`COCC1CCN(Cc2nc(-c3ccc(OC)cc3)no2)CC1` gave CHT block inactive and Kir21 block -1.
For CC/C(=N\N=C(/CC)c1ccccc1N)c1ccccc1N the results were CHT block inactive and Kir21 block -1.3.
For O=C(c1ccco1)N1CCN(c2ccc([N+](=O)[O-])cn2)CC1 the results were CHT block inactive and Kir21 block -0.45.
CCc1ccc(OCCCC(=O)NCc2ccccc2)cc1 was read as CHT block inactive and Kir21 block -1.6.
Screening Cc1ccc(-n2c(SCC(=O)Nc3cc(C)on3)nc3c([nH]c4ccccc43)c2=O)cc1 returned CHT block inactive and Kir21 block -0.33.
O=C(Nc1ccc(NC(=O)c2ccc([N+](=O)[O-])o2)cc1Cl)c1ccco1 was read as CHT block inactive and Kir21 block -0.3.
Screening COc1c(C)cc(C(=O)C2CCCN(C(=O)c3cccc(F)c3)C2)cc1C (stereo unspecified) returned CHT block inactive and Kir21 block 1.5.

At a glance, 15 of the compounds above.
`Cc1nn(C)c(C(=O)Nc2cccc(CN3CCOCC3)c2)c1Br` gave CHT block inactive and Kir21 block -0.57.
O=c1oc2ccccc2cc1-c1csc(Cc2nc(-c3ccc(Br)cc3)cs2)n1 was read as CHT block inactive and Kir21 block 0.02.
`CC(Sc1ncc(C#N)c(N)n1)C(=O)Nc1ccccc1` (stereo unspecified) gave CHT block inactive and Kir21 block -2.2.
For CCCNC(=O)C1CC(c2ccc(C(F)(F)F)cc2)=NO1 (stereo unspecified) the results were CHT block inactive and Kir21 block -1.9.
Screening CC(C)OC(=O)CC1C(=O)NCCN1C(=O)COc1ccc(C(C)(C)C)cc1 (stereo unspecified) returned CHT block inactive and Kir21 block 1.6.
`CCn1c(=O)c2c(nc3n2CCCN3CCc2ccc(OC)c(OC)c2)n(C)c1=O` gave CHT block inactive and Kir21 block 0.25.
`COc1cc(/C=N/NC(=O)c2ccc(-c3ccccc3)cc2)cc(OC)c1OC` gave CHT block inactive and Kir21 block 0.11.
Screening CCCN(CCC)c1nc(C)cc(C(C#N)c2nc3ccccc3o2)n1 (stereo unspecified) returned CHT block inactive and Kir21 block -0.18.
CCOC(=O)Cn1nnc(-c2ccc(S(C)(=O)=O)cc2)n1 was read as CHT block inactive and Kir21 block -0.26.
Cc1c(NC(=O)Cn2nc(C(F)(F)F)c3c2CCCC3)c(=O)n(-c2ccccc2)n1C was read as CHT block inactive and Kir21 block 0.37.
Screening O=C(NCC1OCCc2ccccc21)c1ccco1 (stereo unspecified) returned CHT block inactive and Kir21 block -0.14.
Cc1nc(SCC(=O)Nc2ccc(F)cc2)c(C#N)c(C)c1CC(=O)c1ccc(Br)cc1 was read as CHT block inactive and Kir21 block -0.07.
`COc1ccc(-n2cc(CNC3CCC(O)CC3)c(-c3cccc(F)c3)n2)cc1` (stereo unspecified) gave CHT block inactive and Kir21 block 0.07.
Screening CN(C(=O)CSc1nnc(N)s1)C1CCCCC1 returned CHT block inactive and Kir21 block 0.57.
Screening COc1ccc(NC(=O)CCN2C(=O)c3ccncc3C2=O)cc1OC returned CHT block inactive and Kir21 block -0.83.

Carrying on:
For COc1ccccc1NC(=O)CSc1nc2n[nH]c(C)c2c(=N)n1-c1ccccc1Cl the results were CHT block inactive and Kir21 block -0.02.
Screening COc1cccc(NC(=O)CN(C)C(=O)c2cc(-c3ccccc3)nc3ccccc23)c1 returned CHT block inactive and Kir21 block 0.02.
COc1ccccc1CN1CCCC(N2CCN(c3ccc(F)cc3)CC2)C1 (stereo unspecified) was read as CHT block inactive and Kir21 block -1.2.
Cc1ccccc1OCC(=O)NNC(=O)CCN1C(=O)c2ccccc2C1=O was read as CHT block inactive and Kir21 block -1.4.
For CC1=C(C(=O)OCCCCCl)C(c2cc3c(cc2Br)OCO3)NC(=O)N1 (stereo unspecified) the results were CHT block inactive and Kir21 block 0.22.
`O=C(O)CC(NNC(=O)c1ccccc1)C(=O)Nc1cccc([N+](=O)[O-])c1` (stereo unspecified) gave CHT block inactive and Kir21 block -0.52.
Screening O=C(COC(=O)C1CC1)Nc1ccc(N=Nc2ccccc2)cc1 returned CHT block inactive and Kir21 block 0.92.
For CCOc1ccccc1-n1c(SCC(=O)NC(C)CC)nnc1-c1ccoc1C (stereo unspecified) the results were CHT block inactive and Kir21 block 0.07.
For CCOC(=O)N1CCN(C(=O)CN(C)S(=O)(=O)c2ccc(OCC)cc2)CC1 the results were CHT block inactive and Kir21 block 0.76.
Screening C/C(=N/NC(=O)CNS(=O)(=O)c1ccc(C)cc1)c1cccc([N+](=O)[O-])c1 returned CHT block inactive and Kir21 block 0.33.
For CCc1cc(=O)oc2cc(C)cc(OC(C)C(=O)NCCCN3CCOCC3)c12 (stereo unspecified) the results were CHT block inactive and Kir21 block 1.6.
CC(C)(C)NC(=O)C(OC(=O)c1ccco1)c1ccccc1F (stereo unspecified) was read as CHT block inactive and Kir21 block 1.7.
Screening Cc1nnc(-c2ccco2)c2cn(-c3cccc(Br)c3)nc12 returned CHT block inactive and Kir21 block 0.08.
CC(=O)Nc1ccc(S(=O)(=O)NCCC(=O)N2CCCCC2)cc1 was read as CHT block inactive and Kir21 block 0.41.
COC(=O)c1ccc(C2/C(=C(/O)c3ccc(OC)cc3)C(=O)C(=O)N2c2cc(C)on2)cc1 (stereo unspecified) was read as CHT block inactive and Kir21 block 1.1.
CC(=O)N/C(=C\c1ccc(Cl)cc1)C(=O)O was read as CHT block inactive and Kir21 block 0.09.
`CCCC(=O)N1CC(=O)Nc2ccc(C)cc2C1c1ccc(F)cc1` (stereo unspecified) gave CHT block inactive and Kir21 block -1.1.
For Cc1cc(C(=O)Nc2ccc(N3CCOCC3)c(Cl)c2)c(C)o1 the results were CHT block inactive and Kir21 block 1.3.
For COc1cc(Cl)c(C)cc1NC(=O)CSc1nnc(CCC(=O)O)c(=O)[nH]1 the results were CHT block inactive and Kir21 block -1.6.
For Cc1ccc(C(=O)C=CNNC(=O)c2ccccc2)cc1 the results were CHT block inactive and Kir21 block -0.66.
Screening COc1ccc(C2C(C(=O)NCc3ccco3)c3ccccc3C(=O)N2C)cc1 (stereo unspecified) returned CHT block inactive and Kir21 block -2.9.
Screening Cc1ccc(Cl)cc1N1CCN(Cc2nc3c(c(=O)[nH]c(=O)n3C)n2Cc2ccccc2F)CC1 returned CHT block inactive and Kir21 block 0.06.
O=C(Nc1ccc2c(c1)OCCO2)C1CCCN(S(=O)(=O)Cc2ccccc2)C1 (stereo unspecified) was read as CHT block inactive and Kir21 block -1.4.
For O=C(NC1CCS(=O)(=O)C1)Oc1ccccc1 (stereo unspecified) the results were CHT block inactive and Kir21 block 0.11.
`CCOC(=O)Cc1csc(NC(=O)CN2CCOCC2)n1` gave CHT block inactive and Kir21 block -0.23.
`CCN(CC(=O)Nc1ccc2c(c1)OCCO2)C(=O)COc1cc(C)ccc1Cl` gave CHT block inactive and Kir21 block -0.53.
For O=C1CC(c2ccccc2)C(C(=O)Nc2ccccc2F)N1 (stereo unspecified) the results were CHT block inactive and Kir21 block -0.04.
`CN(c1ccccc1)S(=O)(=O)c1cccc(C(=O)OCC(=O)Nc2ccc3[nH]c(=O)[nH]c3c2)c1` gave CHT block inactive and Kir21 block 0.15.
`COc1ccc(C(=O)Nc2cc(OC)ccc2OC)cc1` gave CHT block inactive and Kir21 block -0.36.
COc1ccc(CNC(=O)CCN2C(=O)c3ccccc3C2=O)cc1 was read as CHT block inactive and Kir21 block -0.02.
For O=C(NCCCN1CCCC1=O)[C@H](CSCc1ccccc1)N1Cc2ccccc2C1=O the results were CHT block inactive and Kir21 block 0.03.
Screening Cc1ccc2c(c1)N(C(=O)CCC(=O)NCCCN1CCN(C)CC1)CC(C)O2 (stereo unspecified) returned CHT block inactive and Kir21 block -0.81.
`CCC(C(=O)Nc1nc(C)c(C(=O)OC)s1)c1ccccc1` (stereo unspecified) gave CHT block inactive and Kir21 block -1.4.
`COc1ccc(N2CC(C(=O)Nc3ccncc3)CC2=O)cc1` (stereo unspecified) gave CHT block inactive and Kir21 block -2.7.
`COc1cccc(NC(=O)c2ocnc2C)c1` gave CHT block inactive and Kir21 block -0.01.
N#C/C(C(=O)NCc1ccccc1)=C1/N=C(NC(=O)c2ccco2)c2ccccc21 was read as CHT block inactive and Kir21 block -0.01.
